STK33 kinase inh: inhibitors of purified STK33 kinase, primary screen, biochemical, ADP-Glo luminescence, homogeneous, cell-free | Serine/threonine-protein kinase 33 (Homo sapiens), Q9BYT3 | MBP phosphorylation | inhibition, % at 10 µM | hit rate 0.073% among 320,000 | AID 2661, 2010;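 active = inhibition at or above 25%, using the most active replicate where run in duplicate; inactive = inhibition below 25%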
Target sequence (Q9BYT3 whole entry, looked up): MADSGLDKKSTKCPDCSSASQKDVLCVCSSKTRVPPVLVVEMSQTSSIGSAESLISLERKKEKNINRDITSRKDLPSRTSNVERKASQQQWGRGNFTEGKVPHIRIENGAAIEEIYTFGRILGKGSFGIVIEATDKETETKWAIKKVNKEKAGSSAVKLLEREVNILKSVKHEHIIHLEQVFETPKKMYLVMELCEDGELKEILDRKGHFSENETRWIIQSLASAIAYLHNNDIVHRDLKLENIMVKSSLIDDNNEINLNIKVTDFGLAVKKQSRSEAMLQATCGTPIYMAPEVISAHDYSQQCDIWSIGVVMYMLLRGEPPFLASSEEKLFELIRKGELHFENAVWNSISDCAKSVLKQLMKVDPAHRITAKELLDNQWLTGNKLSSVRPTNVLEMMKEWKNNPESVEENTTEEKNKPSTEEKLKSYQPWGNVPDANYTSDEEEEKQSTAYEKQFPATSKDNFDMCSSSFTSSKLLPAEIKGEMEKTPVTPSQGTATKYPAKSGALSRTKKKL
OX1R FRET antag: antagonists of human orexin 1 receptor (OX1R); hit rate 1.8% among 330,000; inhibition, % at 6.6 µM; AID 485270, 2010; OX1R-expressing cells, FRET antagonist read-out; in the data active = inhibition mostly above about 38%, no sharp cut-off; inactive = mostly below about 40%;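 note: 0% = agonist challenge alone and 100% = reference antagonist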
Target sequence (O43613 whole entry, looked up): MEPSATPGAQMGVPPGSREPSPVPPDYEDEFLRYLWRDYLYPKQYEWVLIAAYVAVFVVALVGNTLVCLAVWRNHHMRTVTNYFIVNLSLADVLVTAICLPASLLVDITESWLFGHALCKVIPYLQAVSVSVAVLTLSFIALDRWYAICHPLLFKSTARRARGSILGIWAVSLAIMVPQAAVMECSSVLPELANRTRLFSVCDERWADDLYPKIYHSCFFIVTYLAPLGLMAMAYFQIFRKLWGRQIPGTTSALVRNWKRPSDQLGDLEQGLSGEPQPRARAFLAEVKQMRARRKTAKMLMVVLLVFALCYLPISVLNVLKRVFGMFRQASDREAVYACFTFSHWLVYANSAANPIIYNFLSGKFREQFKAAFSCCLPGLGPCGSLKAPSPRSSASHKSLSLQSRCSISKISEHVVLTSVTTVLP
Starred values were filed as active, the others as inactive; · = not tested or not shown.

OX1R FRET antag | STK33 kinase inh | smiles
16 | -0.7 | CCC1(c2ccccc2)NC(=O)N(Cc2ccc(C(=O)OC)cc2)C1=O (stereo not drawn)
12 | · | COc1ccccc1CNC(=O)CCC(=O)N1CC(C)Sc2ccccc21 (stereo not drawn)
7 | -1.8 | COc1ccc(OC)c(-n2c(-c3cccc(C)c3)n[nH]c2=S)c1
21 | -1.2 | O=C(c1ccccc1Sc1ccc([N+](=O)[O-])cc1)N1CCCCC1
0 | 2.6 | O=C(Nc1nc2ccc(S(=O)(=O)N3CCCC3)cc2s1)C1CCCO1 (stereo not drawn)
15 | -1.8 | Cc1nn(-c2ccccc2)c(N2CCCC2)c1/C=C1\N=C(c2ccc(OC(C)C)cc2)OC1=O
27 | -4.1 | O=C(Cc1ccc(Br)cc1)c1ccc(O)cc1O
41 | -1.3 | CCn1c(SCC(=O)N2CCN(c3ccccc3)CC2)nnc1-c1ccoc1C
-11 | -1.7 | CCc1ccc(N(CC)C(=O)c2ccc3c(Cl)c4c(nc3c2)CCC4)cc1
10 | 13 | CC(C)c1ccc2nc(NC(=O)C3CC3)sc2c1
24 | -1.8 | CC(=O)OC1CC(C)(C)N(OC(=O)CCCN2C(=O)c3ccccc3C2=O)C(C)(C)C1
13 | -1.5 | COc1ccc(C)cc1NCc1cc(=O)oc2cc(-c3ccccc3)c(O)cc12
22 | 0.6 | Cc1sc2ncnc(N3CCN(Cc4ccccc4)CC3)c2c1-c1ccc(F)cc1
31 | -0.3 | COc1ccc(CC(=O)OCC(=O)Nc2cccnc2Cl)cc1OC
21 | -1.7 | CCOC(=O)N1CCN(C(=O)C(=O)Nc2sc3c(c2C(=O)O)CC(C)(C)OC3)CC1
4 | -0.7 | C#CCOCCOCCOCCNc1nc(N2CCN(C(=O)[C@H](CCC(=O)O)n3cc(CN)nn3)CC2)nc(N2CCN(C(=O)[C@H](CCC(=O)O)n3cc(CN)nn3)CC2)n1
12 | 1.0 | COc1ccc2cc3c(N)nn(C(=O)Cc4ccc(Cl)cc4)c3nc2c1
11 | -0.5 | Cc1cc(NC(=O)CCC(=O)N(c2cccnc2)C(C(=O)NC2CCCC2)c2ccccc2F)no1 (stereo not drawn)
8 | 0.2 | CCCCN(CC)CCCNC(=S)Nc1ccc2nc(N3CCN(C)CC3)cc(C)c2c1
38 | 1.0 | C=CCn1c(=O)c2c(nc(Br)n2Cc2ccccc2Cl)n(C)c1=O
9 | -1.3 | COc1ccc(/C=N/NC(=O)c2ccc(NC(=O)c3ccccc3Br)cc2)cc1
-2 | -2.8 | NC(=S)N/N=C1\CC(n2nnnc2-c2ccccc2)C2COC1O2 (stereo not drawn)
11 | -1.4 | Cn1c(COc2ccccc2)nnc1SCC(=O)Nc1ccc(N2CCOCC2)cc1
3 | -0.1 | O=C(CCSc1ccccc1)Nc1nnc(-c2ccccc2)o1
27 | -2.0 | Cc1ccc(C)c(NC(=O)CN(C)C(=O)c2ccccc2Cc2ccccc2)c1

Retrieved by compound from the list above (2):
OX1R FRET antag | STK33 kinase inh | smiles
8 | 0.2 | CCCCN(CC)CCCNC(=S)Nc1ccc2nc(N3CCN(C)CC3)cc(C)c2c1
12 | · | COc1ccccc1CNC(=O)CCC(=O)N1CC(C)Sc2ccccc21 (stereo not drawn)

More records follow:
OX1R FRET antag | STK33 kinase inh | smiles
11 | 0.1 | O=C(CCC1CCCC1)NNC(=O)c1cccc(Cl)c1
3 | -2.1 | C=CCN=C1CC(C)(C)CC(=O)/C1=C(\O)c1ccccc1
8 | -1.3 | COc1ccccc1N1CCN(C(=O)CN(c2ccc(C)c(C)c2)S(C)(=O)=O)CC1
5 | -1.1 | CN(c1ccc(C(=O)NCc2cccs2)cc1)S(=O)(=O)c1ccccc1
50 | -1.5 | CN1CCN(C(=O)CNc2ccc(C(F)(F)F)cc2[N+](=O)[O-])CC1
8 | 0.5 | c1ccc(CCn2c3ccccc3c3nnc(SCc4ccc5nonc5c4)nc32)cc1
21 | 0.2 | COc1ccc(N(CC(=O)Nc2ccccc2Cl)S(=O)(=O)c2ccc(C)cc2)cc1OC
10 | -1.2 | CCCOc1ccc(OCCNC2CCCC2)cc1
15 | -1.1 | Cc1nc2ccc3nc(NC(=O)c4ccc5c(c4)OCCO5)sc3c2s1
17 | -1.5 | Cc1ccc(S(=O)(=O)Nc2ccccc2F)cc1C(=O)NNC(=O)c1csc(N2CCOCC2)n1
6 | -0.8 | CN1C[C@@H]2C(c3ccccc3)C3(c4ccccc4)CC2(C3)[C@H]1c1ccccc1 (stereo partly drawn)
8 | -2.0 | CC(=O)N1CCN2C(=O)C1CCCC(=O)c1cc(C(C)C)ccc12 (stereo not drawn)
10 | -1.6 | Cc1noc(C)c1C(=O)N1CCCc2ccccc21
8 | -0.8 | CCn1ccc(C(=O)NCc2ccc3c(c2)OCO3)n1
13 | -0.2 | O=C(CCC(=O)N1CCN(S(=O)(=O)c2ccc(Cl)cc2)CC1)NCc1ccccc1
10 | -1.8 | Cc1[nH]n2c(=O)cc(-c3ccc([N+](=O)[O-])cc3)nc2c1-c1ccccc1
26 | -0.1 | CCc1nc(N[C@@H](CC(C)C)C(=O)O)c2oc3ccccc3c2n1
24 | 1.2 | CN(CC(=O)Nc1cccc(F)c1)C(=O)CSc1nc2ccccc2s1
14 | -0.3 | CCCNC(=O)c1ccc(N2CCC3(CC2)CC(c2cccc(Br)c2)=NO3)c(NC(=O)c2ccc(Cl)c([N+](=O)[O-])c2)c1
13 | -0.1 | O=C(NCCF)[C@H]1C[C@@H]1[C@H](NP(=O)(c1ccccc1)c1ccccc1)c1ccccc1
3 | -1.4 | CCOCCn1c(SCc2c(F)cccc2Cl)nc2c1c(=O)[nH]c(=O)n2C
16 | 0.5 | CCOC(=O)c1c(C)[nH]c(C)c1C(=O)COC(=O)/C=C/c1ccc(Cl)cc1
47 | 1.1 | Cc1ccc(-c2c(C(=O)N/N=C/c3ccc(OC(C)C)cc3)nnn2-c2nonc2N)cc1
9 | 0.2 | Cc1cccc(C(=O)Nc2nnc(COc3ccccc3)s2)c1
5 | 0.0 | O=C(C1CCN(S(=O)(=O)c2cccs2)CC1)N1CCN(c2ccccc2)CC1
20 | 0.1 | CCOC(=O)/C=C/c1cnn(-c2ccccc2)c1
5 | 0.0 | N#CCCN(C(=O)COC(=O)CSc1ccc(Cl)cc1)c1ccccc1
7 | -0.3 | CCn1c(=O)cc(SCC(=O)NCc2ccccn2)c2ccccc21
-2 | 0.2 | CCc1ccccc1NC(=O)C1NC(=O)CC1c1ccccc1 (stereo not drawn)
9 | 0.5 | Cc1nnc(Sc2c(-c3ccccc3)c3ccc(Cl)cc3[nH]c2=O)s1
14 | -0.5 | O=C(CSc1nnnn1-c1cccc2c1CCCC2)N1CCCCC1
14 | -1.3 | COC(=O)c1[nH]c2cccc(OC)c2c1NC(=O)CN1CCC(C(N)=O)(N2CCCCC2)CC1
31 | 0.0 | C=CCn1c(SCC(=O)N2CCc3ccccc3C2)nc2sc(C)c(C)c2c1=O
11 | -0.7 | O=C(CN1C(=O)NC2(CCCCCC2)C1=O)c1ccc(Cl)s1
18 | 0.5 | CC1=NN(C(=O)CSCc2ccccc2)C(O)(c2ccc(F)cc2)C1 (stereo not drawn)
14 | -1.6 | CN(CCc1ccccn1)C1CCCN(S(=O)(=O)c2ccccc2Cl)C1 (stereo not drawn)
-1 | 0.1 | Cc1cc(C)nc(Nc2n[nH]c(C)n2)n1
13 | 0.2 | O=C(NNC(=O)c1nn(-c2ccc(F)cc2)ccc1=O)c1ccc(Cl)cc1
12 | 1.6 | CCCn1cc(S(=O)(=O)c2ccccc2)c(=O)c2cc(F)c(N3CCN(C)CC3)cc21
4 | -1.4 | Cc1ccc(S(=O)(=O)NCCNC(=O)c2nonc2N)cc1
8 | -0.5 | COC(=O)c1ccc(C2/C(=C(/O)c3ccc4c(c3)CC(C)O4)C(=O)C(=O)N2Cc2cccnc2)cc1 (stereo not drawn)
4 | -1.4 | COc1c(Cl)cc(Cl)cc1CNCCO
11 | -1.5 | CCS(=O)(=O)CCSc1nc2c(cc1C#N)CCCC2
27 | -0.1 | CCOc1ccc(C(=O)Nc2ccccc2-c2ccccc2)cc1Cl
13 | -1.0 | COc1ccc(-c2csc(C3=C(O)CN(Cc4ccc(Cl)cc4)C3=N)n2)cc1OC
18 | 0.2 | Cn1nc(-c2ccccc2)c2cc([N+](=O)[O-])ccc21
0 | 0.4 | CC1CCC(NC(=O)C(=O)Nc2ccc3c(c2)OCO3)CC1 (stereo not drawn)
18 | -0.3 | CSc1nnc(Cc2cc(=O)[nH]c(=O)[nH]2)n1-c1cc(C)ccc1C
23 | 1.2 | COc1ccccc1C(C)NC(=O)Cc1ccsc1 (stereo not drawn)
19 | -0.3 | COc1ccccc1NC(=O)/C(=C\c1cccs1)NC(=O)c1ccco1

3 structures already listed, ordered by length of the SMILES, falling:
OX1R FRET antag | STK33 kinase inh | smiles
15 | -1.8 | Cc1nn(-c2ccccc2)c(N2CCCC2)c1/C=C1\N=C(c2ccc(OC(C)C)cc2)OC1=O
31 | 0.0 | C=CCn1c(SCC(=O)N2CCc3ccccc3C2)nc2sc(C)c(C)c2c1=O
11 | -1.4 | Cn1c(COc2ccccc2)nnc1SCC(=O)Nc1ccc(N2CCOCC2)cc1

(listing goes on)
OX1R FRET antag | STK33 kinase inh | smiles
12 | 0.3 | Nc1cc(S(=O)(=O)Nc2cc(Cl)ccc2Cl)ccc1N1CCCC1
12 | -2.2 | COc1cccc(Nc2nc3ccccc3nc2-n2nc(C)cc2C)c1
17 | -0.8 | CN(Cc1ccco1)S(=O)(=O)c1ccc2c(c1)CCN2C(=O)CCC(=O)O
20 | -0.4 | Cc1cccc(Oc2ccccc2NS(=O)(=O)c2ccc(CCC(=O)O)cc2)c1
8 | · | CCOC(=O)C1=C(C)N(C[C@@H]2CC[C@@H](Cc3ccc(-c4ccccc4)cc3)O2)C(=O)NC1c1ccc(Cl)cc1 (stereo partly drawn)
11 | -1.3 | CCC(C(=O)NC1CCCC1)n1nc(C)n2c(cc3occc32)c1=O (stereo not drawn)
35 | -1.9 | CC(=O)c1ccc(OCc2cc(C(=O)N3CCC(Oc4ccccc4C)CC3)no2)cc1
5 | -1.0 | O=C(CC(C(=O)O)C1CCCO1)Nc1cccc(C(F)(F)F)c1 (stereo not drawn)
2 | -0.2 | O=C(Nc1ccc(Oc2cccnc2)cc1)C1CCCCN1Cc1ccc(CO)o1 (stereo not drawn)
13 | 0.7 | COc1ccc(-n2nc3c(c2NC(=O)c2ccc(S(=O)(=O)N4CCOCC4)cc2)CS(=O)C3)cc1 (stereo not drawn)
4 | -0.8 | CC1CN(C(=O)CCC(=O)NCc2ccccc2)c2ccccc2S1 (stereo not drawn)
17 | -0.9 | C=CCNc1oc(COc2ccc(C)cc2)nc1C#N
7 | 4.6 | Cc1ccc(S(=O)(=O)c2nc(-c3ccco3)oc2N2CCC(C)CC2)cc1
10 | -0.5 | CCC(C(=O)NC1CCCC1)N(C(=O)Cn1nnc(-c2ccc(C)o2)n1)c1ccc(OC)c(OC)c1 (stereo not drawn)
14 | 1.2 | CN(C)c1ccc(NC(=O)c2ccc(Cn3cc([N+](=O)[O-])cn3)cc2)cc1
7 | -4.1 | CCOC(=O)c1c(NC(=O)Cn2nc(C(F)(F)F)cc2C)sc2c1CCC2
0 | 0.6 | CCC1C(=O)NCCN1C(=O)c1ccc(OC)c(OC2CCN(C(C)=O)CC2)c1 (stereo not drawn)
6 | -0.5 | COc1ccccc1N1C(=O)C2C(c3ccccc3F)NN(C(=O)c3ccc(C)cc3)C2C1=O (stereo not drawn)
36 | 75* | NC(=O)N/N=C/c1c(O)ccc2oc3c(c12)CCCC3
18 | -1.1 | Cc1noc(COc2ccccc2OCc2onc(C)c2Cl)c1Cl
2 | -0.7 | O=C1OC[C@@H]2CCCN2C(=O)[C@@H](CC(=O)N(CCO)Cc2ccccc2)C/C=C\C[C@H]1Cc1ccc(F)cc1
19 | -1.6 | O=C(Nc1ccc(Cl)cc1C(=O)Nc1ccccn1)c1ccco1
3 | -0.5 | CCn1c(SCC(=O)Nc2cc(Cl)ccc2OC)nnc1C1CC1
-16 | -0.4 | O=C(Cc1ccc(Cl)c(Cl)c1)N1CCOCC1
6 | -2.3 | Cc1nnc(SCC(=O)N2CCCC2)n1-c1ccc(F)cc1
-1 | -2.3 | CCOc1ccc(C(=O)NC2CC(=O)N(c3ccc4c(c3)OCCO4)C2)cc1 (stereo not drawn)
-4 | -0.6 | CS(=O)(=O)N(CC(=O)N1CCN(Cc2ccc3c(c2)OCO3)CC1)c1ccc2c(c1)OCO2
14 | -2.4 | COc1cccc(-n2c(SCC(N)=O)nc3c([nH]c4ccccc43)c2=O)c1
27 | -1.8 | CCC1CCCCN1S(=O)(=O)c1ccc(NC(=O)c2ccncc2)cc1 (stereo not drawn)
0 | -1.9 | O=C(OCC(=O)N(c1ccccc1)C1CCCCC1)c1ccc(CO)cc1
-1 | -1.7 | COc1ccc(CNC(=O)Cn2cnc3c(SC)nc(N)nc32)cc1
5 | -1.1 | COc1cccc(NC(=O)CSc2nncn2-c2ccccn2)c1
26 | -0.7 | Cc1cccc(C)c1NC(=S)N=Nc1c(O)n(C)c2ccc(S(=O)(=O)N3CCOCC3)cc12
14 | -0.2 | Cc1cc(C2C(C#N)=C(N)Oc3n[nH]c(C)c32)c(C)s1 (stereo not drawn)
53 | 0.9 | O=C(COC(=O)c1ccccc1NS(=O)(=O)c1cccs1)NCC12CC3CC(CC(C3)C1)C2
16 | 3.0 | Cc1cccc(-n2nc(C)cc2N)c1
2 | -2.1 | O=C(Nc1ccc(F)cc1F)c1ccc(S(=O)(=O)NCc2ccco2)cc1
16 | 0.5 | CN(c1ccccc1)S(=O)(=O)c1cc(C(=O)OCC(N)=O)ccc1Cl
7 | -0.5 | CCc1ccccc1Nc1nc2ccccc2n1C

An excerpt from above in order of their number in STK33 kinase inh, high to low.
OX1R FRET antag | STK33 kinase inh | smiles
4 | -0.8 | CC1CN(C(=O)CCC(=O)NCc2ccccc2)c2ccccc2S1 (stereo not drawn)
4 | -1.4 | COc1c(Cl)cc(Cl)cc1CNCCO
-2 | -2.8 | NC(=S)N/N=C1\CC(n2nnnc2-c2ccccc2)C2COC1O2 (stereo not drawn)

Assay outcomes (PubChem BioAssay)
